High-throughput results deposited in PubChem BioAssay by several laboratories.
Shn3 3UTR inh – inhibitors of Schnurri-3 3'UTR reporter in osteoblasts | Clone20 osteoblast Shn3 3'UTR firefly luciferase, 24 h | inhibition, % at 12.5 µM | hit rate 0.52% among 360,000;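 active = mean inhibition of at least 75% with every replicate also reaching 75%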;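 also: 0% = median of neutral control wells and 100% = pilot-screen positive control compound; some compounds past the cut are filed as inactive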
KKLEB cytotox – reduces viability of KKLEB cystic fibrosis airway cells; KKLEB CF airway cells viability, ATPlite luminescence, overnight; stronger effect = lower value; cells stimulated with P. aeruginosa culture filtrate; activity change (cytotoxicity), % at 5 µM; hit rate 0.36% among 360,000; AID 602141;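 active = corrected activity change at or below -50% at 5 µM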
NR2E3 ag-1 – activates human NR2E3 receptor | CHO-S Gal4-NCOR/VP16-NR2E3 two-hybrid, luciferase | inhibition of corepressor binding, % at 3.98 µM | hit rate 0.35% among 360,000 | AID 602229;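 active = inhibition above the mean of all tested compounds plus 3 SD, cut at about 70% in these data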;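 also: 0% = DMSO with NR2E3 transfected cells and 100% = cells lacking NR2E3 construct; higher means lower luciferase signal from less NR2E3 corepressor binding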
Target sequence (Q9Y5X4 whole entry, looked up, the tested form may be a part): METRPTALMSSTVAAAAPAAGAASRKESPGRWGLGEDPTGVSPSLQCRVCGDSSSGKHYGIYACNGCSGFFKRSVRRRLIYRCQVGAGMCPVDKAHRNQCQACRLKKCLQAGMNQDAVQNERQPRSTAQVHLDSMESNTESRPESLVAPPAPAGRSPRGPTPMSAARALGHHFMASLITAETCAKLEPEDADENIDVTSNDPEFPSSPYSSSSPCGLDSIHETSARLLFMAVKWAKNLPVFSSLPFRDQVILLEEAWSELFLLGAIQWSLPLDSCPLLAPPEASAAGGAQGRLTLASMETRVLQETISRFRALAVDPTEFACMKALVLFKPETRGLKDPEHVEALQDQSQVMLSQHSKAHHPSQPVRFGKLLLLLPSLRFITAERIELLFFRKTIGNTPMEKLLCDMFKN
TRPM1 prom inh – reduces MITF-dependent TRPM1 promoter luciferase signal; SK-MEL-5 TRPM1 promoter luciferase, 24 h; inhibition, % at 12.5 µM; hit rate 0.83% among 330,000; AID 488899;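 active = mean inhibition across replicates of 60% or more, whatever share of single replicates reaches that level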; also: values of inactives mirror those of a sister screen read the other way
TROY signal inh – blocks TROY-dependent signaling in reporter cells; Q293 LMP1-TROYcd NF-kB luciferase reporter, 4 h; inhibition, % at 10 µM; hit rate 0.98% among 360,000;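 active = compounds whose plate-normalised and pattern-corrected inhibition of the luciferase reporter signal at the single screening dose is 50% or more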
Peg3 promoter – Peg3 promoter activity inhibition; hit rate 1.7% among 360,000; HeLa PEG-Prom luciferase reporter, luminescence, overnight; inhibition, % at 20 µM; AID 588405;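 active = inhibition of at least 50% at 20 µM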
C8 TRAIL sens – caspase-8 TRAIL sensitization. NB7+C8 cells + TRAIL, ATPlite viability luminescence. inhibition (viability loss, TRAIL sensitization), % at 10 µM. hit rate 1% among 360,000;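 active = compounds causing at least 50% loss of cell viability in the single-dose screen, relative to plate controls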
CF NFkB block – cystic fibrosis NF-kB activation inhibition; hit rate 0.86% among 360,000; inhibition, % at 5 µM; KKLEB NF-kB-GFP reporter, PAF-induced, GFP fluorescence overnight; AID 588850;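 active = at least 50% inhibition at 5 µM, scaled per plate between neutral and stimulator controls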;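 also: PAF is a Pseudomonas aeruginosa culture filtrate used as stimulus; plate controls were PAF-stimulated DMSO wells for no effect and unstimulated DMSO wells for full effect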
TWEAK-Fn14 inh – TWEAK-Fn14 signaling inhibition; TWEAK-stimulated Fn14 reporter cells, luciferase luminescence, 8 h; inhibition, % at 10 µM; hit rate 2% among 360,000; AID 1159606; in the data active = inhibition above about 50%
HIF-2a inh – inhibitors of HIF-2a. 786-0 RCC cells HIF-2a reporter, luciferase luminescence, overnight. inhibition, % at 18.8 µM. hit rate 0.72% among 360,000. AID 624352;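 active = inhibition of the luminescence signal of 40% or more relative to plate controls, in a single-dose primary screen at 18.75 µM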
NR2E3 ag-2 – agonists of human nuclear receptor NR2E3. Q9Y5X4. GST-NR2E3/biotin-RetCOR TR-FRET, 1536-well. inhibition of corepressor binding, % at 4.78 µM. hit rate 0.12% among 320,000. AID 2300;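 active = percent inhibition above the cutoff of mean plus 3 SD of all tested compounds, set per screening campaign, cut at about 20% in these data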;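 also: 0% = DMSO wells and 100% = biotin wells as full block of FRET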
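System: GST-NR2E3 and biotin-RetCOR proteins; probe or stimulus: 7 nM biotin-RetCOR; doses: compound at 4.8 µM, single dose; schedule: Compound–protein incubation for 5 h at 4 °C; detection: time-resolved FRET; read-out: percent inhibition; controls: biotin wells as high control, 0.6% DMSO wells as low control; format: 1536-well plates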
The depositor's hits bear a star; x = no result given.

SMILES	Shn3 3UTR inh	KKLEB cytotox	NR2E3 ag-1	TRPM1 prom inh	TROY signal inh	Peg3 promoter	C8 TRAIL sens	CF NFkB block	TWEAK-Fn14 inh	HIF-2a inh	NR2E3 ag-2
Cc1ccc(NC(=O)CC2C(=O)N(Cc3ccccc3)C(=S)N2NC(=O)c2ccccc2)c(C)c1 (configuration not stated)	-5	24	29	0	3	31	-16	-22	21	5	1
Cc1c(C)n(C)c2ccc(C(=O)NCCCN3CCN(C)CC3)cc12	-8	-1	5	8	1	-18	-10	-3	2	8	-3
Cc1ccc(-n2nnnc2C(Cl)c2nnnn2-c2ccc(C)cc2)cc1	-8	5	18	-6	15	26	-7	-36	-1	11	x
CC(=O)Nc1ccc(NC(=O)Cc2sc(C)nc2-c2ccc(C)cc2)cc1	-8	7	24	-5	-27	7	-10	10	1	8	1
CCCCc1nnc(NC(=O)CCc2ccccc2)s1	7	-2	3	-7	-21	6	-15	4	-2	6	x
CN(CC(=O)Nc1ccc(F)c(F)c1F)C(=O)Cc1ccc2c(c1)OCCO2	-2	2	-3	6	-7	20	-17	-13	6	6	-1
CN1CCN(C(=S)Nc2cc([N+](=O)[O-])ccc2Cl)CC1	-16	-4	3	3	-31	-7	-8	18	0	-52	-2
CCCC1=[N+](CC(=O)c2ccccc2)CCn2c(C)ccc21	28	3	6	25	16	-8	12	-5	-5	-10	1
O=C(COC(=O)COc1ccccc1)Nc1ncc(Cl)cc1Cl	-28	3	6	-3	5	1	-7	-27	-5	22	x
CCCCOC(=O)C1=C(C)NC(=O)NC1c1ccc(OC)cc1 (configuration not stated)	9	8	-16	-6	7	20	-2	0	-9	22	3
CC1CN=C(NS(=O)(=O)c2ccccc2)N1 (configuration not stated)	-8	4	-3	x	1	3	-13	-26	-16	9	x
COC(=O)c1ccc(N=NN2CCCCC2)cc1	-60	14	-86	-91	-53	-360	7	-11	-9	-316	3
COC(=O)c1ccc(OCC(=O)c2ccccc2OC)cc1	-50	6	-20	-57	-34	-83	5	-18	-10	-129	0
O=C(O)CN1C(=O)/C(=C\c2cccc(OCc3ccc(F)cc3)c2)SC1=S	8	-2	-33	2	-35	-12	5	0	25	-5	x
O=C(C(NS(=O)(=O)c1cccc2nsnc12)c1ccccc1)N1CCN(c2ccccn2)CC1 (configuration not stated)	3	2	-8	-1	-3	-6	17	-2	3	13	1
CCn1c(C)cc(/C=C2\NC(=O)N(Cc3ccccc3)C2=O)c1C	12	4	-8	-9	8	0	-20	5	-8	0	-2
COC(=O)[C@]1(C)N[C@H](CN(C)S(=O)(=O)c2ccc(C(F)(F)F)cc2)[C@@H]2C(=O)N(C)C(=O)[C@@H]21	-1	6	12	7	-25	-3	-2	-38	-11	7	x
CCOC(=O)Cc1ccc(NC(=O)c2cccc([N+](=O)[O-])c2)cc1	-13	-3	-30	-39	-13	-40	4	-6	-8	-99	-4
COc1ccc(C(=O)c2cnc3cc4c(cc3c2C)OCO4)cc1	-4	-2	-26	-8	-23	-21	-9	-10	-5	-11	1
COC(=O)C(NC(C)=O)(Nc1ccc(C)cn1)C(F)(F)F (configuration not stated)	x	0	-5	11	19	0	0	3	2	1	3
CCOC(=O)[C@H]1[C@H]2COc3ccc(OC)cc3[C@H]2N2C(=O)CNC(=O)[C@@]12C	6	-9	9	-1	-17	-7	-3	-17	16	20	-2
CC1(C)CC2CC(C)(CN2S(=O)(=O)c2ccc(N)cc2)C1 (configuration not stated)	12	0	-16	12	2	10	11	-3	0	10	-1
CCN(CC)CC#CCC(OC)(c1ccccc1)c1ccccc1	4	2	4	-6	-3	0	-2	-10	-3	11	2
CCOc1ccc(NC(=S)N(CCc2ccncc2)C(C)C)cc1	x	-4	11	9	17	20	-10	2	-1	10	3
CC1CCN(S(=O)(=O)N2CCC(C(=O)NC(C)c3ccccc3)CC2)CC1 (configuration not stated)	9	-13	-25	x	4	1	-31	12	-5	10	x
COc1ccc(NC(=O)Nc2c(C)n(C)n(-c3ccccc3)c2=O)cc1OC	-9	7	-14	-8	8	11	-10	-41	-2	9	3
O=C(Nc1ccc(Cl)cc1)OCCn1nnnc1C(c1ccccc1)N1CCOCC1 (configuration not stated)	-12	1	-10	-2	19	5	-1	3	-2	-43	-1
COC(=O)C(=C/C=C/c1ccco1)C(=O)OC	-5	9	4	-11	8	-20	27	-7	25	-16	0
COc1ccc(CCNS(=O)(=O)c2ccc(OC)c(OC)c2)cc1OC	-3	7	-23	4	6	-4	-2	-16	-5	10	1
O=C(Cc1ccc(Cl)c(Cl)c1)NC1CCCCCC1	-42	5	-18	-18	-50	-119	11	-2	13	-174	0
Nc1nc(CN2CCN(c3ccccc3F)CC2)nc(Nc2ccccc2)n1	-16	0	7	14	-13	25	-14	-6	0	-1	2
CN(Cc1nccn1C)C(=O)CC1C(=O)NCCN1Cc1ccc(F)cc1Cl (configuration not stated)	-18	31	-11	-4	8	-6	-2	-10	11	11	0
O=C(NCC1CCCN1S(=O)(=O)c1ccccc1)c1cccc(Cl)c1 (configuration not stated)	1	3	-2	-4	-8	6	-14	2	7	17	-1
Cc1cccc(OCC(=O)N2CCN(C(=O)COc3ccc(Cl)cc3)CC2)c1	-5	0	-28	-5	-3	18	20	-3	8	21	-1
CCCc1nc2nc(C)c(NS(=O)(=O)c3ccc(CC(C)C)cc3)c(=O)n2[nH]1	-9	2	21	-5	-21	2	-15	-12	29	-2	0
CCOc1cc(C(=O)Nc2nnc(S(=O)(=O)N3CCOCC3)s2)cc(OCC)c1OCC	-5	12	-14	-10	5	-3	-5	-26	-14	8	1
[N-]=[N+]=CC(=O)C(Cc1ccccc1)N1C(=O)c2ccccc2C1=O (configuration not stated)	-7	2	-13	10	-2	16	9	0	-2	12	1
C/C(=N\OCC(=O)Nc1ccc(OC(F)(F)F)cc1)c1ccc2c(c1)OCCO2	-7	-3	5	3	16	14	-10	19	-7	-7	-3
COc1ccc(CCNC(=O)Oc2ccccc2)cc1OC	-12	20	11	-3	1	24	-20	-12	9	-8	-1
O=C(/C=C/c1cccs1)N1CCN(c2ccccc2)CC1	-19	6	-19	1	-35	-47	-4	9	8	-54	0
COc1cc(NC(=O)C2CCCN(S(=O)(=O)c3ccc4c(c3)oc(=O)n4C)C2)cc(OC)c1 (configuration not stated)	15	-11	-8	x	3	29	-2	18	1	-4	-1
CC1=C(C(=O)OC(C)C)C(c2ccsc2)NC(=O)N1C (configuration not stated)	-17	3	2	-12	11	9	-22	5	13	-2	1
CCOc1ccccc1NS(=O)(=O)c1ccc(-n2cccn2)cc1	28	2	27	-5	2	7	-14	14	10	13	-2
CCOc1cccc(-n2nnnc2-c2ccc(OC)cc2)c1	2	-1	-107	42	-1	24	-3	8	16	8	-1
Cc1nc(Oc2ccccc2)c2ccsc2n1	-35	0	-28	1	-3	10	22	7	4	-5	4
O=C(C[C@H]1C/C=C\C[C@H](Cc2ccc(F)cc2)C(=O)O[C@@H](c2ccccc2)CNC1=O)N[C@H](CO)Cc1ccccc1	-71	-17	-11	1	-25	-5	-3	2	-17	8	x
Cc1cc(C)nc(NC(=O)Cc2ccc([N+](=O)[O-])cc2)c1	1	-2	-17	-5	-21	8	0	4	-46	9	3
CCOC(=O)C(C)Sc1ncnc2nc[nH]c12 (configuration not stated)	-9	16	5	-5	10	4	-14	1	13	11	0
O=C(C[C@H]1C[C@H](C(=O)N2CCOCC2)[C@@]2(CCC3CCCC3)c3[nH]c4cc(-c5ccco5)ccc4c3CCN2C1=O)NCc1cccc(C(F)(F)F)c1	19	8	-26	29	-7	32	22	13	39	-20	x
C(=N/Nc1nc(-c2ccccc2)cc(-c2ccccc2)n1)/c1cccnc1	-39	-10	-29	-61	-25	-36	11	-228	43	-277	-1

Brought forward from above: four compounds, then new ones.
SMILES	Shn3 3UTR inh	KKLEB cytotox	NR2E3 ag-1	TRPM1 prom inh	TROY signal inh	Peg3 promoter	C8 TRAIL sens	CF NFkB block	TWEAK-Fn14 inh	HIF-2a inh	NR2E3 ag-2
Cc1cc(C)nc(NC(=O)Cc2ccc([N+](=O)[O-])cc2)c1	1	-2	-17	-5	-21	8	0	4	-46	9	3
CCOC(=O)C(C)Sc1ncnc2nc[nH]c12 (configuration not stated)	-9	16	5	-5	10	4	-14	1	13	11	0
O=C(C[C@H]1C[C@H](C(=O)N2CCOCC2)[C@@]2(CCC3CCCC3)c3[nH]c4cc(-c5ccco5)ccc4c3CCN2C1=O)NCc1cccc(C(F)(F)F)c1	19	8	-26	29	-7	32	22	13	39	-20	x
C(=N/Nc1nc(-c2ccccc2)cc(-c2ccccc2)n1)/c1cccnc1	-39	-10	-29	-61	-25	-36	11	-228	43	-277	-1
CCCCCCNC(=O)c1ncn[nH]1	-4	2	-9	-5	-5	-6	-5	-2	-79	7	1
CCCN(C)C[C@@H]1OCCCC[C@@H](C)Oc2ccc(NC(=O)c3ccccc3)cc2C(=O)N([C@H](C)CO)C[C@@H]1C	-3	12	13	x	6	26	-15	-37	18	11	x
CC1(C)Cc2cccc(Oc3cc(NN4CCCCC4)c([N+](=O)[O-])cc3[N+](=O)[O-])c2O1	13	-9	-3	8	-4	15	12	24	8	1	2
Cc1ccc(NC(=O)COc2ccc(-c3nnco3)cc2)cc1S(=O)(=O)N1CCOCC1	10	3	5	0	18	18	17	6	-2	6	2
CC(Sc1nc2scc(-c3ccccc3)c2c(=O)[nH]1)C(=O)NC(N)=O (configuration not stated)	-4	-2	-13	8	6	0	-9	-5	4	9	-3
COc1ccc(F)cc1C1=CC(=O)C[C@H](c2ccc3c(c2)OCO3)C1	1	-6	-62	27	8	10	28	39	-8	2	0
CC(C)CC(NC(=O)c1ccc(Cl)cc1)C(=O)OCC(=O)c1ccc2c(c1)NC(=O)CO2 (configuration not stated)	87*	-6	-7	56	-12	84*	73*	2	-11	26	1
CC/C(O)=C1\C(=O)CC(C)(C)CC1=Nc1ccccc1C	-39	2	10	-6	-4	-13	10	1	12	-35	0
COc1ccc(/C=C/C(=O)NC(=S)NNC(=O)c2c(-c3ccccc3)noc2C)cc1	18	1	-48	7	-19	18	28	0	20	-5	1
CCC1CCC(C(=O)NC(C(=O)NCCN2CCOCC2)C(C)C)CC1 (configuration not stated)	-13	-2	-3	0	-18	-7	-7	-6	-19	0	-2
CN1CCc2c(sc(/N=C/c3cccs3)c2C(N)=O)C1	-60	-14	-61	-28	-19	-147	-1	-1	4	-168	-1
O=C(COC(=O)/C=C/c1cn(-c2ccccc2)nc1-c1cccnc1)Nc1ccc(Cl)cc1Cl	57	-20	-18	51	5	47	-7	17	-65	18	-3
C=CCn1c(SCC(=O)NCc2ccc3c(c2)OCO3)nnc1-c1cccnc1	-2	-7	-21	-18	5	-2	1	-2	0	10	0
CC1(C)CC(=O)c2cnc3nc4ccccc4n3c2C1	-7	11	3	5	22	10	-4	-1	6	21	1

Not all compounds are listed, so the mix of outcomes need not match the whole.
